C1s block: complement C1s protease inhibitors, primary screen, biochemical, 10-compound mixtures; purified C1s, fluorogenic AMC substrate, pooled mixtures; mean inhibition % of two 10-compound mixtures (active compounds read high), % at 5 µM (by protocol); 62,000 compounds, 0.16% hits; AID 538, 2006;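 active = inhibition above 20% in each of the two 10-compound mixture wells holding the compound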;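 also: 0% = enzyme wells lacking compound mixture and 100% = no-enzyme blank wells; some compounds called inactive have numbers as strong as hits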
AP complement: alternative complement pathway inhibitors, primary screen, biochemical, ELISA, human serum, orthogonally pooled compounds; LPS-coated ELISA, C3 deposition; tested in compound mixtures; inhibition, % at 5 µM; 62,000 compounds, 0.08% hits; AID 1235, 2008;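 active = inhibition above 30% in each of the two pooled mixtures holding the compound, so the lower value exceeds 30%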;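 also: 0% = serum in Mg-EGTA without compound and 100% = EDTA serum blank; some compounds past the cut are filed as inactive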
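Test system: human serum complement alternative pathway, C3 deposition onto LPS / Medium: Mg2+-EGTA GVB++ buffer containing human serum at 1:15 dilution / Probe or stimulus: Plate-bound LPS / Times: 1 h at 37 °C / Signal: ELISA with HRP anti-human C3 antibody, TMB substrate, absorbance 450 nm / Measure: percent inhibition / Repeats: two pool placements per compound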
CatL block: inhibitors of human cathepsin L, biochemical | purified cathepsin L, fluorogenic substrate, fluorescence | AID 460, 2006 | inhibition, %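 (tested at 10 µM)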 | 58,000 compounds, 0.17% hits; in the data active = inhibition above about 45%;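 also: 0% = enzyme with no compound and 100% = no enzyme blank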
FXIa inh mix: FXIa protease inhibitors in compound pools, primary screen, biochemical, 10-compound mixtures; inhibition, % at 5 µM; AID 680, 2007; purified FXIa, fluorogenic substrate, pooled mixtures; 62,000 compounds, 0.19% hits; Coagulation factor XI (Homo sapiens), P03951; in the data active = inhibition above about 20%, passing the limit was not always enough;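 also: each value is inhibition by a whole ten-compound pool holding the compound; 0% = enzyme with no mixture and 100% = wells lacking enzyme; strong numbers were not always called active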
Target sequence (P03951 19-387 limits assumed): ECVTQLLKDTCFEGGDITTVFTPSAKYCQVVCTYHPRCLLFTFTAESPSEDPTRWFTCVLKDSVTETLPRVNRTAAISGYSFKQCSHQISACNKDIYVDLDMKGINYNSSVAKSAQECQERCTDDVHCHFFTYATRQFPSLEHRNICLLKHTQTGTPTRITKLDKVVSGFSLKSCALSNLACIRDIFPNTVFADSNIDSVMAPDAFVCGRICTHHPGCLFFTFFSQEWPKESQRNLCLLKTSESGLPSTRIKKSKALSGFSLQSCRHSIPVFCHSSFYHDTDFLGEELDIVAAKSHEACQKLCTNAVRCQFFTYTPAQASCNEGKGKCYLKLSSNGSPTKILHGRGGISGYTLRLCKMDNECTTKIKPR
Target sequence (P03951 388-625 limits assumed): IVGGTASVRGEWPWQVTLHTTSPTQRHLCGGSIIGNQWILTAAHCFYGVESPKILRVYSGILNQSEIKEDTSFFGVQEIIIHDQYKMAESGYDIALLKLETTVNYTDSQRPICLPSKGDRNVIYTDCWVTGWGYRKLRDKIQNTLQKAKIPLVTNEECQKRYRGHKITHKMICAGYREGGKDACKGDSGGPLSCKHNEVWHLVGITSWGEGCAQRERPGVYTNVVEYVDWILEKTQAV
CatS inh: inhibitors of human cathepsin S, biochemical, compound mixtures; recombinant cathepsin S, AMC dipeptide fluorescence, pooled mixtures; inhibition, %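 (tested at 5 µM per compound within 10-compound mixtures)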; 62,000 compounds, 0.06% hits; AID 501, 2006; in the data active = inhibition above about 32%, passing the limit was not always enough;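 also: 0% = enzyme without compound and 100% = blank without enzyme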
Target sequence (P25774 115-331 limits assumed): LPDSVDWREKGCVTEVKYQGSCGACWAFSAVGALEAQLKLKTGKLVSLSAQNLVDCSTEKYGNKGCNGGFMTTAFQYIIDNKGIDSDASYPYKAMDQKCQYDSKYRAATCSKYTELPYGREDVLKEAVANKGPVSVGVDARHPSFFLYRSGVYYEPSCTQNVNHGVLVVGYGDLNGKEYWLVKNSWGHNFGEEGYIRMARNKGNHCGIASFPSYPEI
CatB mixtures: cathepsin B inhibitors from pooled compounds, primary screen, biochemical, compound mixtures, AMC fluorescence | P07858 | inhibition, %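 (ten-compound pools at 5 µM per compound and 50 µM total)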 | 62,000 compounds, 0.06% hits | Purified cathepsin B, AMC dipeptide fluorescence; in the data active = inhibition above about 22%, passing the limit was not always enough;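 also: 0% = enzyme without compound and 100% = no enzyme blank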
Cathepsin G inh: human cathepsin G inhibitors, primary screen, biochemical, pooled compound mixtures, AMC fluorescence; inhibition, % at 5 µM (by protocol); 62,000 compounds, 0.2% hits; P08311; purified enzyme, AMC-tetrapeptide fluorescence;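 active = inhibition above 20% in each of the two mixture wells holding the compound; inactive = inhibition of 20% or less in either well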;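 also: 0% = enzyme control without mixture and 100% = blank lacking enzyme; strong numbers were not always called active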
CatB block: human cathepsin B inhibitors, primary screen, biochemical, fluorogenic substrate; P07858; purified cathepsin B, fluorescence; inhibition, %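 (tested at 10 µM)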; 63,000 compounds, 0.1% hits; AID 453, 2006; in the data active = inhibition above about 21%;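 also: 0% = enzyme with no compound and 100% = no enzyme blank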
Ec RNAP inh: E. coli RNAP inhibitors, biochemical. 62,000 compounds, 0.2% hits. DNA-directed RNA polymerase subunit beta (Escherichia coli (strain K12)), P0A8V2. E. coli RNA polymerase, fluorescence transcription assay. inhibition, %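 (tested at 10 µM)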. AID 559, 2006; in the data active = inhibition above about 20%;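 also: 0% = enzyme without compound and 100% = no enzyme blank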
Active calls of the source: *; · = not tested or not shown.

SMILES	C1s block	AP complement	CatL block	FXIa inh mix	CatS inh	CatB mixtures	Cathepsin G inh	CatB block	Ec RNAP inh
CCOc1ccccc1N1CCN(S(=O)(=O)c2ccc(F)c(F)c2)CC1	-8	13	-4	-6	-3	2	7	0	-2
COc1ccc(-n2nnnc2SCC(=O)N2CCOCC2)cc1	13	0	23	8	11	6	14	2	8
Cn1c(NCCO)nc2c(c1=O)C1(CCCCC1)Cc1ccccc1-2	-29	14	-21	2	5	4	7	0	0
CCCSc1n[nH]c(NC(C)=O)n1	15	9	6	10	-4	-1	7	3	5
CCOC(=O)C(C)Oc1cccc2c(=O)n(CC(=O)Nc3ccc4c(c3)OCCO4)ccc12 (centres undefined)	4	16	11	6	-3	4	8	4	6
CCOC(=O)N1CCN(Cc2cc(=O)oc3ccc4ccccc4c23)CC1	-81	10	-5	-7	-10	-4	-11	4	2
COc1ccccc1NS(=O)(=O)c1ccc(OC)c(OC)c1	5	11	23	6	-9	7	-2	0	6
CCOc1ccccc1C(=O)Nc1nnc(CC)s1	12	22	9	5	-9	2	7	-1	0
COc1cc(C(=O)COC(=O)Cc2cnc3sccn23)cc(OC)c1OC	1	13	2	1	-2	1	9	-2	1
CCCSc1nnc(Cc2cc(=O)[nH]c(=O)[nH]2)n1-c1cc(C)ccc1C	-1	-1	18	9	-2	0	0	0	8
CC1CCCC(C)N1C(=O)CSc1nc2ncnc(N)c2[nH]1 (centres undefined)	-26	-1	14	-3	6	-1	1	2	9
Cn1c2ccccc2c2c(C(=O)O)cn(C3CCCC3)c(=O)c21	-17	8	·	4	-5	3	-3	-9	3
CSc1nc(NC(C)(C)C)nc(N2CCOCC2)n1	12	4	11	-22	25	5	4	4	13
Cc1oc2cc3oc(=O)c4c(c3cc2c1C)CCC4	-15	9	5	2	4	3	5	1	0
CCOc1ccc(NC(=O)CN2CCN(CC(=O)Nc3ccc(F)cc3)CC2)cc1	9	14	9	8	7	4	17	6	2
CC(=O)N1CCc2[nH]c3ccccc3c2C1	-1	14	24	6	27	-5	3	-1	0
O=c1c2cc3c(=O)n(CC4CCCO4)c(=O)c3cc2c(=O)n1CC1CCCO1 (centres undefined)	-3	18	3	0	8	7	9	-1	3
Cc1nc2cc(NC(=O)NCCC3=CCCCC3)ccc2o1	-18	-24	18	2	26	3	-7	-2	-9
Nc1nc(-c2cccc(NS(=O)(=O)c3ccccc3)c2)cs1	-5	2	12	4	16	0	0	0	4
CCOc1cc(-c2nc(-c3cc(OC)c(OC)c(OC)c3)no2)cc(OCC)c1OCC	-16	13	3	4	-10	3	3	2	9
C=CCc1cc(C(=O)N2CCCCC2)ccc1O	-22	6	11	-2	2	-1	7	0	8
COc1cccc(C2NC(=O)NC(C)=C2C(=O)Nc2ccccc2C)c1 (centres undefined)	0	10	12	11	12	-1	4	-1	8
CCCCc1c(C)nn(-c2nnc3c4ccccc4n(CC)c3n2)c1C	10	6	-1	4	-2	5	10	4	6
Cc1sc2ncn3ncnc3c2c1C	-11	-6	2	-2	8	5	-12	1	-13
CCNc1nc(NC(C)(C)C)nc(N(C#N)CC)n1	1	16	-10	9	-3	-2	-1	4	-10
CCCC(=O)N1CC(=O)Nc2ccc(F)cc2C1c1ccccc1 (centres undefined)	3	24	·	4	-5	3	0	-7	-1
COCCCN1C(=O)C(=O)/C(=C(/O)c2ccc(C)cc2)C1c1ccccc1 (centres undefined)	4	-15	3	3	-7	4	-1	3	8
O=C(CN1CCN(S(=O)(=O)c2ccccc2)CC1)Nc1ccc2c(c1)OCO2	-30	-5	13	-3	-3	-7	-5	-2	3
c1ccc(-n2nnnc2-n2nnc3ccccc32)cc1	10	-4	8	5	-7	2	10	3	7
CCOC(=O)c1cc2n(c1N)-c1ccccc1C2=O	-4	4	-2	8	0	6	1	-2	·
O=C(Nc1ccc2c(c1)OCO2)c1ccc(COc2ccc3c(c2)CCC3)o1	-2	-1	8	2	3	-8	-3	-4	1
CCOc1ccc2[nH]c(=O)c(CN(Cc3cccnc3)C(=O)Nc3ccccc3OC)cc2c1	-33	9	-6	-4	-4	2	0	-1	6
CCn1c(SCC(=O)Nc2nc(C)cs2)nnc1-c1ccco1	17	15	-4	8	-4	6	11	4	2
COc1ccc2c(C(F)(F)F)cc(=O)oc2c1C	-8	17	-4	2	-9	-4	2	-2	-8
COc1ccc(S(=O)(=O)N2CCCCC2C(=O)O)cc1OC (centres undefined)	-11	20	-3	4	5	6	12	2	2
c1coc(CNc2c3c(nc4ncnn24)CCC3)c1	-1	19	-7	1	0	1	-4	-1	-2
CCc1nc(Nc2ccc(N3CCN(C(C)=O)CC3)cc2)c2oc3ccccc3c2n1	-105	2	17	-20	-3	-5	-5	3	7
COc1ccc(-n2c(Cc3cccn3C)nnc2SCC(=O)Nc2ccc(C)c(Cl)c2)cc1	-30	22	-6	1	-5	2	2	-3	0
O=C(c1ccc(NS(=O)(=O)c2ccccc2)cc1)N1CCN(Cc2ccc3c(c2)OCO3)CC1	13	12	26	20	-21	15	17	4	13
Cn1c(CN2CCOCC2)nnc1SCC(=O)Nc1nccs1	14	0	21	1	3	-1	8	3	7
CN(C)CCNC(=O)c1coc(=O)c(Br)c1	-10	-11	-9	6	21	-2	-2	1	-5
O=C1c2cccnc2C(O)N1C1CCCCC1 (centres undefined)	3	6	5	9	-6	-1	7	3	6
CC1CN(C(=O)c2ccc3c(c2)OCO3)OC(c2ccccc2)O1 (centres undefined)	-67	10	-6	-5	-5	3	-7	-6	1
COc1ccc(NS(=O)(=O)c2ccc(C)c(C(=O)O)c2)cc1	-5	5	-3	1	-5	0	-3	2	1
COCCN(CCOC)C(=O)c1cc2c(=O)n3ccccc3nc2s1	-86	17	-120	6	-12	3	-10	-9	-17
CCCNC(=O)c1c(N)n(-c2cccc(OC)c2)c2nc3ccccc3nc12	-30	12	-8	-4	-4	1	7	3	4
COC(=O)Nc1nnc(-c2ccncc2)s1	7	8	-6	0	-11	-3	-9	4	-11
COc1ccc2oc(=O)c(NC(=O)C3CCCCC3)cc2c1	-6	5	-10	7	-5	0	-2	3	6
COc1ccc(CC(=O)c2ccc(O)cc2O)cc1OC	-18	-4	·	7	-4	-2	-3	2	-3
COC(=O)c1c(NC(=O)Cc2cccs2)sc(C(=O)N2CCCCC2)c1C	10	-4	7	7	-2	2	9	6	7
Next results follow:
SMILES	C1s block	AP complement	CatL block	FXIa inh mix	CatS inh	CatB mixtures	Cathepsin G inh	CatB block	Ec RNAP inh
COc1ccc(OCc2nc(C#N)c(N3CCN(c4ccc(OC)cc4)CC3)o2)cc1	5	5	-2	1	5	3	-2	-1	3
Cc1c(C(=O)NCc2cccs2)oc2ccc(S(=O)(=O)N3CCOCC3)cc12	-17	-3	4	3	9	6	0	6	6
CCCNC(=O)C(Cc1ccccc1)NS(=O)(=O)c1ccc2c(c1)CCC(=O)N2 (centres undefined)	2	0	-2	4	-3	2	-1	3	0
Cc1cc(C)c2c(c1)c(C)cc1nnc(SCC(=O)NCc3ccco3)n12	-7	18	-2	4	1	6	2	-2	7
COC(=O)CNc1nc(OC)nc(N(C)C)n1	3	-4	2	-1	-1	2	-1	-2	3
CSc1ccccc1C(=O)NC1CC2CCC1C2 (centres undefined)	-11	2	1	4	-6	-2	0	-1	-2
Cc1ccc(C(c2sc3ncnn3c2O)N2CC(C)CC(C)C2)cc1 (centres undefined)	-18	0	23	-7	18	0	2	-2	4
Cc1ccc(O)c(NC(=O)CCC2CCCCC2)c1	16	-2	11	13	10	4	9	-1	9
CCOC(=O)N1CCC(N2Cc3cccc(C(=O)N4CCN(C5CCCCC5)CC4)c3C2=O)CC1	12	24	1	5	-2	5	10	3	5
O=C(NC1CC2CCCC(C1)N2S(=O)(=O)c1ccccc1)c1ccccc1 (centres undefined)	31	22	2	24	3	7	13	-5	4
CCOc1ccc(S(=O)(=O)Nc2ccc(Cl)cn2)c(C)c1C	20	5	12	11	15	5	26	6	13
CCOC(=O)c1nn(-c2ccccc2)c(C(=O)OCC)c1N	-23	9	-34	-4	4	-1	4	0	1
CC(Oc1ccc(Cl)cc1Cl)c1nc(-c2ccccn2)no1 (centres undefined)	-5	14	·	9	-3	2	-1	3	-2

Filtered by structure, the compounds so far with an aryl methoxy group (15)
SMILES	C1s block	AP complement	CatL block	FXIa inh mix	CatS inh	CatB mixtures	Cathepsin G inh	CatB block	Ec RNAP inh
COc1ccc(-n2nnnc2SCC(=O)N2CCOCC2)cc1	13	0	23	8	11	6	14	2	8
COc1ccccc1NS(=O)(=O)c1ccc(OC)c(OC)c1	5	11	23	6	-9	7	-2	0	6
COc1cc(C(=O)COC(=O)Cc2cnc3sccn23)cc(OC)c1OC	1	13	2	1	-2	1	9	-2	1
CCOc1cc(-c2nc(-c3cc(OC)c(OC)c(OC)c3)no2)cc(OCC)c1OCC	-16	13	3	4	-10	3	3	2	9
COc1cccc(C2NC(=O)NC(C)=C2C(=O)Nc2ccccc2C)c1 (centres undefined)	0	10	12	11	12	-1	4	-1	8
CCOc1ccc2[nH]c(=O)c(CN(Cc3cccnc3)C(=O)Nc3ccccc3OC)cc2c1	-33	9	-6	-4	-4	2	0	-1	6
COc1ccc2c(C(F)(F)F)cc(=O)oc2c1C	-8	17	-4	2	-9	-4	2	-2	-8
COc1ccc(S(=O)(=O)N2CCCCC2C(=O)O)cc1OC (centres undefined)	-11	20	-3	4	5	6	12	2	2
COc1ccc(-n2c(Cc3cccn3C)nnc2SCC(=O)Nc2ccc(C)c(Cl)c2)cc1	-30	22	-6	1	-5	2	2	-3	0
COc1ccc(NS(=O)(=O)c2ccc(C)c(C(=O)O)c2)cc1	-5	5	-3	1	-5	0	-3	2	1
CCCNC(=O)c1c(N)n(-c2cccc(OC)c2)c2nc3ccccc3nc12	-30	12	-8	-4	-4	1	7	3	4
COc1ccc2oc(=O)c(NC(=O)C3CCCCC3)cc2c1	-6	5	-10	7	-5	0	-2	3	6
COc1ccc(CC(=O)c2ccc(O)cc2O)cc1OC	-18	-4	·	7	-4	-2	-3	2	-3
COc1ccc(OCc2nc(C#N)c(N3CCN(c4ccc(OC)cc4)CC3)o2)cc1	5	5	-2	1	5	3	-2	-1	3
COC(=O)CNc1nc(OC)nc(N(C)C)n1	3	-4	2	-1	-1	2	-1	-2	3

Bioassay records (PubChem BioAssay)

An excerpt, so the mix of outcomes need not match the whole.
